# mHTT-CaM PPI inh – mHTT-calmodulin interaction abrogation; P42858; AlphaScreen His-mHTT/GST-CaM binding, luminescence; inhibition, % at 15 µM; 190,000 compounds, 3.6% hits;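 also: 0% = both proteins with DMSO and 100% = one protein alone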
# Pf apPOL inh – Pf-apPOL DNA polymerase inhibition | Recombinant Pf-apPOL, molecular beacon fluorescence, 1.5 h | inhibition, % at 10 µM | 210,000 compounds, 0.25% hits | AID 1794808
# * hit, by the source's call; nt = not tested or not shown; & = joins results of further samples. Rule as the data show it: active = inhibition above about 50%; inactive = the rest.
mol | mHTT-CaM PPI inh | Pf apPOL inh
Cc1nc(SCc2ccc([N+](=O)[O-])cc2)c(C#N)c(C)c1Cl | -1 | 0
O=C(Nc1ccc(C(F)(F)F)cc1)c1cn(CC(O)c2ccccc2)nn1 (stereo not drawn) | -10 | -6
Cc1nc(-c2ccncc2)nc2c1CCC(=O)N2CCC1=CCCCC1 | 13 | 6
O=C(CSC1=NC(=O)C(Cc2ccccc2)C(=O)N1)Nc1ncccn1 (stereo not drawn) | -10&1 | -6&-4
O=C(NC1CCCCC1)c1cn2c(n1)COCC2 | 7 | -1
O=C(Nc1ccc([N+](=O)[O-])cc1)/C(=C/c1ccc(F)cc1)NC(=O)c1ccco1 | 5 | 37
COCCNC(=O)c1ccc(-c2ccc(N3CCCCCC3)nc2)cc1 | 34 | -3
Cc1ccc(NC(=O)CSc2cn(CCNC(=O)c3cccs3)c3ccccc23)c(C)c1 | 0 | 2
O=C(CSc1nc2ccc([N+](=O)[O-])cc2s1)Nc1ccccc1 | 12 | -6
O=C(CCCn1cnc(-c2ccccc2)cc1=O)NCC(F)(F)F | -13 | -10
CC(C)NC(=O)c1cn2c(n1)CCC(c1cc(F)ccc1F)C2 (stereo not drawn) | 7 | -4
Cc1ccc(C)c(CN2CCCC2c2cc(C)on2)c1 (stereo not drawn) | -2 | 0
COc1ccc(C(=O)N(C(C)C)C(C)C)cc1[N+](=O)[O-] | 1 | -4
COc1ccc(/C=C2\SC(=O)N(Cc3ccc(Br)cc3)C2=O)cc1O | 17 | -6
COc1cc(Br)c(CNc2cc(C)ccc2C)cc1OC | 42 | -1
Cc1cccc(NC(=O)c2ccc(F)c(S(=O)(=O)N3CCc4ccccc4C3)c2)c1 | -7 | -6
N#CCCN1CCN(Cc2ccccc2)CCC1=O | -8 | -4
Cc1[nH]nc2c1C(c1ccc(F)cc1F)C(C#N)=C(N)O2 (stereo not drawn) | 5 | 0
CCn1c(=O)c(NCc2ccc(OC(F)(F)F)cc2)nc2ccncc21 | -9 | -11
O=c1[nH]c(=O)c2sc3nc4c(c(C(F)(F)F)c3c2[nH]1)CCC4 | -4 | nt
COc1ccc(NC(=O)C2CC(=O)N(c3ccc4c(c3)CCN4C(=O)C3CC3)C2)c(C)c1 (stereo not drawn) | 4 | 1
CC(C)C(=O)NCc1csc(C2CCCN(C(=O)c3ccccc3Cl)C2)n1 (stereo not drawn) | 0 | -3
COc1ccc(OC2OC3COC(c4ccco4)OC3C(O)C2NC(C)=O)cc1 (stereo not drawn) | -3 | -5
Cc1c(C(=O)Nc2ccccc2F)cccc1[N+](=O)[O-] | -4 | -5
CCOc1cc(Br)cc(C=O)c1O | 21 | -13
COc1ccc(-c2csc(/C(C#N)=C/c3ccccc3[N+](=O)[O-])n2)cc1OC | 7 | -3
O=C(CSc1ccc(F)cc1)N(Cc1ccco1)c1nc2ccccc2s1 | -9 | 4
O=C(CCCOc1ccccc1)Nc1ccc([N+](=O)[O-])cc1 | 0 | -4
COc1ccc(-c2nc3c4cnn(-c5ccccc5Cl)c4ncn3n2)cc1OC | 10 | 5
Cc1ccc(C(=O)Nc2cc(-c3nc4ncccc4o3)ccc2C)cc1C | 5 | 0
O=S(=O)(c1cccc(Cl)c1Cl)N1CCN(c2cc(N3CCCC3)ncn2)CC1 | 3 | -6
N#Cc1ccc(Br)cc1/C=C/C(=O)O | -3 | -5
O=c1cc(-c2cc3ccccc3o2)c2cc3c(cc2o1)OCO3 | -3 | 2
COc1ccc(CC(=O)N2CCCC2c2ccccc2C)cc1OC (stereo not drawn) | 3 | -4
COc1ccc(-c2ncnn2-c2cccc(Cl)c2C)cc1 | 1 | -4
CSC1=N/C(=C\c2cc(Br)ccc2OCC(=O)O)C(=O)S1 | 68* | -3
O=C(Nc1ccccn1)c1c(O)c2cccc3c2n(c1=O)CCC3 | 8 | 0
CC1(C)CC(=O)C2=C(C1)Nc1cccnc1NC2c1ccccc1[N+](=O)[O-] (stereo not drawn) | 6 | -2
CCOC(=O)N1CCN(CC(O)COc2c(F)cc(Br)cc2F)CC1 (stereo not drawn) | -4 | -3
O=C(Nc1ccc2ccccc2n1)c1ccccc1 | nt | -18
O=C(O)C1CCNCC1 | nt | -1
COc1ccc(CN2CCN(C/C=C/c3ccccc3)CC2)cc1OC | 7 | -12
COc1cccc2cc(C(N)=O)c(=Nc3ccccc3C#N)oc12 | 7 | 5
CCCCCOc1ccc(/C=c2\sc3nc(=O)c(C)nn3c2=O)cc1OCC | -4 | 2
Fc1ccccc1Nc1ncc2c(n1)CCN(Cc1cc(Br)cs1)C2 | -1 | 0
COC(=O)c1cc(OC)c(OC)c(OC)c1N=CC(C(C)=O)=C(C)O | nt | -5
CN(c1nc(N2CCOCC2)nc(N2CCOCC2)n1)n1cccc1 | -1 | nt
C=CS(=O)(=O)N(Cc1ccc(F)cc1)C(=C)C(=O)OC | 12 | -1
Cc1cc2oc3c(c(=O)c2cc1Cl)C(c1ccccn1)N(c1ccccn1)C3=O (stereo not drawn) | -10 | -3
Cc1ccc(C(=O)N2CCc3c(nc4cc[nH]n4c3=O)C2)s1 | 0 | -4

# Rewritten as labelled records: part of the list above
Compound: O=C(CCCOc1ccccc1)Nc1ccc([N+](=O)[O-])cc1
- mHTT-CaM PPI inh: 0
- Pf apPOL inh: -4

Compound: COC(=O)c1cc(OC)c(OC)c(OC)c1N=CC(C(C)=O)=C(C)O
- mHTT-CaM PPI inh: nt
- Pf apPOL inh: -5

Compound: O=S(=O)(c1cccc(Cl)c1Cl)N1CCN(c2cc(N3CCCC3)ncn2)CC1
- mHTT-CaM PPI inh: 3
- Pf apPOL inh: -6

Compound: O=C(O)C1CCNCC1
- mHTT-CaM PPI inh: nt
- Pf apPOL inh: -1

# Further compounds
canonical_smiles	mHTT-CaM PPI inh	Pf apPOL inh
O=C(Nc1cc(Cl)cc(Cl)c1)c1c(F)c(F)c(F)c(F)c1F	-24	2
O=[N+]([O-])c1ccc(N2CCN(S(=O)(=O)c3ccccc3)CC2)cc1SCc1ccco1	98*	-9
CCN1C(=O)C2(C(C#N)=C(N)Oc3cc(C)oc(=O)c32)c2ccccc21 (stereo not drawn)	5	2
CNCCC(Oc1ccc(C(F)(F)F)cc1)c1ccccc1 (stereo not drawn)	nt	8
Cc1nc2c(sc3ccccc32)c(=O)n1CC(=O)NCc1ccccc1Cl	-8	2
Cc1ccc(C)c(NC(=O)N2CCn3c(C)ccc3C2C(C)C)c1 (stereo not drawn)	10	-8
CCOC(=O)N1CCc2nn(CC(=O)N(C)c3cccc(C)c3)c(=O)cc2C1	4	-4
C=CCNC(=O)C1CC(c2ccc(OC)c(OC)c2)=NO1 (stereo not drawn)	-7	-7
CC1Cc2nc(SCC(=O)N3CCCC3)n(C)c(=O)c2S1 (stereo not drawn)	1	-8
Cn1c(=O)c(N2CCN(C(=O)c3cccc(Cl)c3)CC2)nc2ccncc21	15	4
C[C@H]1CCCN1c1ccc2c(c1)OCCCN(C1CC1)S2(=O)=O	-1	-5
COc1ccccc1C(Nc1cc(C)ccn1)c1ccc2cccnc2c1O (stereo not drawn)	99*	-8
O=c1oc2cc(Br)c(O)c(Br)c2s1	100*	1
COc1ccc(-c2cc(C(=O)N3CCCC3c3c(C)noc3C)no2)cc1OC (stereo not drawn)	14	-5
CCOC(=O)C(C)Oc1ccc2c(c1)OC(=Cc1cccc(OC)c1OC)C2=O (stereo not drawn)	0	-5
CCOc1ccc(OCCCCN2CCN(C)CC2)cc1	7	-1
CC1CN(C(=O)Nc2ccccc2Cl)CC1c1nc(-c2ccncc2)no1 (stereo not drawn)	5	-4
Cc1ccc(CNC(=O)Nc2nccn(-c3cccc(Cl)c3)c2=O)cc1	2	-3
Cc1cc(C)c(NC(=O)c2cc3ccccc3c(=O)o2)c(C)c1	-4	-16
O=C(NCC1CCN(c2cc(-c3cccnc3)[nH]n2)CC1)C1CCCCC1	6	-1
COc1ccccc1NC(=O)c1c(NCc2cccc(F)c2)sc2c1CCC2	63*	-17
Cc1c(Cl)c([N+](=O)[O-])nn1CCCC(=O)Nc1c(Cl)cccc1Cl	3	0
O=S(=O)(NCCN1CCOCC1)c1ccc(C2CCCCC2)cc1	3	0
COc1cc(OC)cc(-n2nc(C(=O)N(C)c3ccc(C(C)C)cc3)c3ccccc3c2=O)c1	4	-5
Cc1ccccc1C1=N/C(=C\c2cccs2)C(=O)O1	3	-4
CCC1CN2C=NC(N3CCN(C(=O)Nc4ccc(OC)c(F)c4)CC3)=CC2=N1 (stereo not drawn)	3	-4
Cc1ccnc(SC2CC(=O)N(c3ccc(F)cc3)C2=O)n1 (stereo not drawn)	-7	-4
Cn1c(NCCO)nc2c1c(=O)n(Cc1ccc(F)cc1)c(=O)n2C	3	4
Nc1c(S(=O)(=O)Cc2ccccc2)sc2nc3c(cc12)CCCC3	0	0
Cc1cc(S(=O)(=O)NCCNc2nccc(C(F)(F)F)n2)c(C)cc1Cl	nt	19
O=C(CSc1ncccn1)Nc1ccc(Br)cc1C(F)(F)F	-7	-6
CCn1ccc2c(cc(C(=O)Nc3ccc(C)c(F)c3)n2C)c1=O	0	-2
COc1cc(/C=C/c2ccc3cccc(O)c3n2)cc(Cl)c1OC	47	-8
CC1CCCN(c2ncc([N+](=O)[O-])c(N)n2)C1 (stereo not drawn)	-2	2
O=C(NC1=NCCS1)c1ccc2snnc2c1	-3	-2
Cc1ccc(C(=O)N2CCCC(c3cccc(C(=O)N4CCCC4)c3)C2)cc1 (stereo not drawn)	-6	-3
CCCSc1nnc(-c2ccccc2NC(=O)CC)c(=O)[nH]1	1&-2	0&3
COc1cccc(-c2cc(C(=O)NCc3cccnc3)c3ccccc3n2)c1	11	8
CC(=O)Nc1cccc(N2C(=O)CCC2=O)c1	1	-3
CCOc1cccc2c1OC1(C)CC2NC(=O)N1c1ccc(C)cc1 (stereo not drawn)	2	7
O=[N+]([O-])c1cccc(-c2nnc3cccc(Cl)n23)c1	6	0
COc1ccc(CCNC(=O)OC(C)(C)C(C)=O)cc1OC	nt	-1
O=C(Nc1ccc(Cn2cncn2)cc1)c1cccc(Cl)c1	-9	1
Cc1ccc(C2CC(c3ccc(Br)cc3)=NN2C(=O)CCC(=O)O)cc1 (stereo not drawn)	18	4
CCCc1[nH]n(-c2ccc(F)cc2)c(=O)c1C=NCCO	2	4
CCCN1C(=O)c2ccccc2NC1c1ccc(OC)cc1OC (stereo not drawn)	-7	-3
CCSc1nc2c(c(C3CC=CCC3)c1C#N)CCC2 (stereo not drawn)	-33	3
COc1cc2c(cc1OC)CN(Cc1cc(I)c(O)c(OC)c1)CC2	5	-5
CCC(C)C(=O)N1CCc2nc3cc(-c4ccc(OC)cc4)[nH]n3c(=O)c2C1 (stereo not drawn)	1	-4
CCc1ccccc1NC(=O)NC1CCN(c2nc3ccccc3n(CC)c2=O)CC1	9	2

# 5 structures from above, arranged by length of the SMILES, largest number first:
canonical_smiles	mHTT-CaM PPI inh	Pf apPOL inh
CCC(C)C(=O)N1CCc2nc3cc(-c4ccc(OC)cc4)[nH]n3c(=O)c2C1 (stereo not drawn)	1	-4
CCc1ccccc1NC(=O)NC1CCN(c2nc3ccccc3n(CC)c2=O)CC1	9	2
CCCc1[nH]n(-c2ccc(F)cc2)c(=O)c1C=NCCO	2	4
CCCN1C(=O)c2ccccc2NC1c1ccc(OC)cc1OC (stereo not drawn)	-7	-3
CCSc1nc2c(c(C3CC=CCC3)c1C#N)CCC2 (stereo not drawn)	-33	3

# Next part:
canonical_smiles	mHTT-CaM PPI inh	Pf apPOL inh
CCOc1ccccc1NC(=O)C(=O)NC(C)C	-5	-11
CCOC(=O)c1ccccc1NS(=O)(=O)c1cc2c3c(c1)CCN3C(=O)CC2	36	1
CCN1C(=O)c2cccnc2Sc2cc(NC(=O)Cc3ccccc3F)ccc21	7	-1
CCOC(=O)c1ccc(NC(=O)CSc2ccc(C(F)(F)F)cc2[N+](=O)[O-])cc1	nt	-9
Cc1ccc(NC(=O)C2CCN(c3cccc(Cl)c3)C2=O)cc1 (stereo not drawn)	-8	-2
CC(C)(C)c1ccc(OCCCSC#N)cc1	-106	-5
COc1ccc(OCc2noc(CNC(=O)c3ccco3)n2)cc1	-10	-6
COc1ccc(-c2cc(C(=O)NCc3ccccn3)c3ccccc3n2)cc1	31	0
COc1ccc(Cc2cnc(NC(=O)c3ccccc3Cl)s2)cc1	4	3
O=C(Nc1nccn(-c2ccc3c(c2)CCC3)c1=O)c1ccccc1	6	0
O=C(CSc1ccc(-n2ccnc2)nn1)N1CCc2ccccc21	-4	-7
Cc1[nH]nc(-c2cccn2C)c1NC(=O)c1ccc(F)cc1F	15	-5
CCc1ccccc1NC(=O)CN(C)S(=O)(=O)c1ccc2[nH]c3c(c2c1)CCCC3	39	-6
COc1ccc(-c2nc(OC)n[nH]2)cc1	-4	0
Ic1cccc(-c2nc(-c3cccnc3)no2)c1	-7	-15
Fc1ccc(Cn2cc(-c3noc(C4CCCC4)n3)nn2)cc1	-15	-2
Cc1cccc(CN2CCCN(c3ncccc3-c3nc(C(C)C)no3)CC2)c1	-32	2
Cn1c(=O)c2c(N3CCOCC3)cc(=O)n(C)c2n(C)c1=O	nt	-3
CC(=O)NCc1nc2c(n1C)CN(C(=O)Cc1cccc(C(F)(F)F)c1)CC2	21	-2
CC1CCCN(CC(O)COCc2ccc3c(c2)OCO3)C1 (stereo not drawn)	-2	-2
CCOc1cccc2cc(-c3cc(=O)oc4cc5c(cc34)CCC5)oc12	-4	-4
CC(C)(C)OC(=O)NS(=O)(=O)NCc1ccco1	-7	-4
C=CCOc1ccc(/C=C2\SC(=N)NC2=O)cc1OC	7	-6
COc1ccc(NC(=O)CNC(=O)c2cccc3ccccc23)cc1	5	-2
CCn1cc(C(=O)O)c(=O)c2cc(F)c(N3CCN(C(=O)c4ccc(F)cc4)CC3)cc21	-2	-3
c1ccc(-c2cc(Sc3nnc(-c4ccncc4)o3)n3ncnc3n2)cc1	nt	-48
CC(=O)NCc1csc(C2CCN(C(=O)c3cc(F)ccc3F)CC2)n1	1	-3
COc1ccc(NC(=O)N2CC=C(c3cn(C)c4ncccc34)CC2)cc1OC	23	1
